From PubChem
GLP-1R inv ag = qHTS of GLP-1 Receptor Inverse Agonists (Inhibition Mode). Potency, µM (titrated, usually from 38.3 µM), for the others: at the highest dose activity change, negative = inhibition, usual class: inhibitors. HEK293 GLP-1R CRE-luciferase, luminescence, 24 h; GLP-1R form is constitutively active. 1.6% of 410,000 active; note: potency is the fitted concentration of half-maximal effect; % is set by controls: 0 for no effect and ±100 for the full control effect; nearly all actives have a fitted effect of over 55% in size
Target sequence (P43220 whole entry, looked up): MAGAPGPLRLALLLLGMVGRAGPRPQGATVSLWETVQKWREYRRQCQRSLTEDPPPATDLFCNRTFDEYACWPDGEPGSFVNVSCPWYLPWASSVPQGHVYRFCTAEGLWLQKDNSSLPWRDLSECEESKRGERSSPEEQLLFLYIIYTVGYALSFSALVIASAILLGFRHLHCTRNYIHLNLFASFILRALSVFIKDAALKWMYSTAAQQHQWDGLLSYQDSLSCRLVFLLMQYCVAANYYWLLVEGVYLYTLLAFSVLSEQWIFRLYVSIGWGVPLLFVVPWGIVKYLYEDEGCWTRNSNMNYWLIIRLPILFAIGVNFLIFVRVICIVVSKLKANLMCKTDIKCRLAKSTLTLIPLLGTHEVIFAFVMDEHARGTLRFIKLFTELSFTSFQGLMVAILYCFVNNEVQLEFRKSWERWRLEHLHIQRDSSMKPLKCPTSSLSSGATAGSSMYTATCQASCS
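HEK293 cells stably co-expressing constitutively active GLP-1R and a cAMP-responsive luciferase reporter were seeded in DMEM with 10% Nu serum, given compounds after 12 h, and incubated 24 h at 37 deg C. Luminescence was then read.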
PTHR1 ag = qHTS for PTHR1 Agonists: Primary Screen | Parathyroid hormone/parathyroid hormone-related peptide receptor (Homo sapiens), Q03431 | HEK293 GP2 PTHR1 cells, GloSensor cAMP luminescence, 1 h | Potency, µM (top dose mostly 115 µM), for the others: at the highest dose activation, most hits filed as activators | 0.075% of 410,000 active; note: potency is the fitted concentration of half-maximal effect; nearly all actives have a fitted effect of over 55% in size; some results filed as inactive show a strong effect at the top dose; inactives centre near -15; many of its hits are not listed in these tables
Target sequence (Q03431 whole entry, looked up): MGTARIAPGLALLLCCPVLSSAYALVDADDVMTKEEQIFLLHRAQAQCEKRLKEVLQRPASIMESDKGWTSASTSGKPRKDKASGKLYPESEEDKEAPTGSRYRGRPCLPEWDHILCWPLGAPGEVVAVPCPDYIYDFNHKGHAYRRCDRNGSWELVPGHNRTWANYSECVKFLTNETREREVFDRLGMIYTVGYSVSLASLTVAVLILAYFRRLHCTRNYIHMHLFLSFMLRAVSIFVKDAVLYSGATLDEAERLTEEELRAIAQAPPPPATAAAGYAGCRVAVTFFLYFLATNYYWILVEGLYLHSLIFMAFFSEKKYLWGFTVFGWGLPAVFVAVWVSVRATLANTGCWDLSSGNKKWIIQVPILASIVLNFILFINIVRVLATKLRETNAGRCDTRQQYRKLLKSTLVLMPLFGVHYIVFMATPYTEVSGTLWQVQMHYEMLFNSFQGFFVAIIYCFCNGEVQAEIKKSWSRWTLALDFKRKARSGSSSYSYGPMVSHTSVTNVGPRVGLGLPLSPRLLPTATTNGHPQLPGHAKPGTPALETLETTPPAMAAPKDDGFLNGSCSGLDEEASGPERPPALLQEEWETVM
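HEK-293-derived GP2 cells expressing PTHR1 and a GloSensor cAMP reporter, 3,000/well, plated overnight, given luciferin plus IBMX (each 0.5 mM as added) for 1 h at 37 °C, then compound for 1 h at 37 °C. Luminescence was read after 15 min at room temperature.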
D3 ag = qHTS of D3 Dopamine Receptor Agonist: qHTS; D(3) dopamine receptor (Homo sapiens), P35462; D3R DiscoveRx beta-arrestin cells, luminescence, 90 min; max activation, %; 0.58% of 410,000 active; AID 652048, 2013; in the data active = max activation above about 30%; note: 0% is about no effect; mostly tested at two doses, the higher about 12 µM
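Agonist mode: compounds and dopamine controls were applied to plated cells for 90 min at 37 degrees C after an overnight attachment at 1500 cells/well. Luminescent read-out followed 30 - 60 minutes at room temperature with DiscoveRx detection reagent.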
KB-V1 cytotox = qHTS assay for MDR1-selective chemotherapeutics: Primary screen using the drug-selected MDR subline cells KB-V1; KB-V1 MDR cells viability, CellTiter-Glo, 72 h; Potency, µM (doses to about 46.1 µM), for inactives: top-dose activity change, negative = cytotoxicity, usual class: cytotoxic; 3.4% of 400,000 active; AID 1347076, 2019; note: potency is the fitted concentration of half-maximal effect; % is set by controls: 0 for no effect and ±100 for the full control effect; nearly all actives have a fitted effect of over 60% in size
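Readout: CellTiter-Glo luminescence, 10 min after addition. Cells: KB-V1 MDR subline, 72 h at 37 degrees C with compound. Analysis: corrected, normalized data fitted to concentration-effect curves.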
GLP-1R agonist = qHTS of GLP-1 Receptor Agonists; Glucagon-like peptide 1 receptor (Homo sapiens), P43220; 0.007% of 380,000 active; Potency, µM (highest dose often 45.6 µM), inactives show top-dose activation, usual class: activators; HEK293 GLP-1R CRE-luciferase, luminescence, 4-6 h; cells express a hypersensitive GLP-1R form; note: potency is the fitted concentration of half-maximal effect; % of control where 0% means no effect
TDP43 rescue = qHTS of TDP-43 Inhibitors. TDP-43 expressing yeast growth rescue, BacTiter-Glo, 24 h. Potency, µM (series often up to 46.1 µM), inactives show at the highest dose growth rescue (activation), actives largely listed as activators. 1.8% of 410,000 active. AID 652104, 2013; note: potency is the fitted concentration of half-maximal effect; % of control where 0% means no effect; nearly all actives have a fitted effect of over 50% in size
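Readout is BacTiter-Glo luminescence of cell growth, so inhibitors register as activators. TDP-43-expressing yeast at OD600=0.02 in galactose medium, after raffinose pregrowth to mid-log, were incubated with compound for 24 hr at 30 deg C.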
GLP1R cytotox = qHTS of GLP-1 Receptor Inverse Agonists: Cytotox Screen; HEK293 cAMP-luciferase reporter cells, luminescence, 24 h; Potency, µM (series often up to 38.3 µM), for inactives: top-dose activity change, negative = inhibition, most hits filed as inhibitors; 0.13% of 410,000 active; AID 624418, 2012;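 note: loss of luciferase light is scored as toxicity; potency is the fitted concentration of half-maximal effect; % is set by controls: 0 for no effect and ±100 for the full control effect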
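Luminescence readout: signal drop marks cytotoxicity. Plated cells grew 12 h at 37 °C, 5% CO2, received 23 nL compound for 24 h, then got luciferase reagent, read after 12 min at RT.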
aSyn rescue = qHTS of alpha-syn Inhibitors; 0.14% of 370,000 active; Potency, µM (doses to about 46.1 µM), for inactives: at the highest dose growth rescue (activation), usual class: activators; Yeast expressing alpha-synuclein, growth rescue, BacTiter-Glo, 24 h; note: potency is the fitted concentration of half-maximal effect; % of control where 0% means no effect; nearly all actives have a fitted effect of over 65% in size
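Readout is rescue of growth in alpha-synuclein-expressing yeast, so inhibitors of toxicity appear as activators. Growth after 24 hr at 30 deg C in galactose medium is quantified by luminescence.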
D3 antag = qHTS of D3 Dopamine Receptor Antagonist: qHTS. D3R cells, DiscoveRx beta-arrestin luminescence, antagonist mode; active compounds read low. max response, negative = inhibition, %. 2.5% of 360,000 active. AID 652054, 2013. D(3) dopamine receptor (Homo sapiens), P35462; in the data active = max response below about -50%; inconclusive = no clear call, values can overlap the other calls; note: % is set by controls: 0 for no effect and ±100 for the full control effect; mostly tested at two doses, the higher about 12 µM
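Cells expressing the human receptor were seeded at 1500 cells/well, incubated overnight at 37 degrees C in 5% CO2, then exposed to library compounds with dopamine controls for 90 minutes at 37 degrees C before luminescent detection.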
An asterisk follows results filed as active; i = inactive; ? = inconclusive; . = not tested or not shown; [ ] = dose if it differs, or a comment. Unless noted, calls come from the whole dose curve; as a rule, active = well fitted curve in the direction sought with a large enough effect; inconclusive = small, poorly fitted or top-dose-only effect, or another doubt; inactive = no such curve, though single readings can be large; an effect the other way counts as inactive or inconclusive. Only part of the results is shown; count on the stated rates, not on these rows.

SMILES	GLP-1R inv ag	PTHR1 ag	D3 ag	KB-V1 cytotox	GLP-1R agonist	TDP43 rescue	GLP1R cytotox	aSyn rescue	D3 antag
COC(=O)c1cc(Cl)ccc1NC(=O)Cn1c(C)cc(C)c(C#N)c1=O	14%	-23%	2	15%	-1%	14%	3%	.	.
COc1cc(C(=O)Nc2ccc(S(=O)(=O)N3CCOCC3)cc2)c([N+](=O)[O-])cc1OC	36%	-1%	40*	-1%	6%	2%	34%	7%	-11
O=C(NCC1CCCO1)C(C(=O)c1ccc(F)cc1)n1ccccc1=O (stereo not drawn)	3%	-7%[57.5 µM]	-11	-15%	4%	-4%	7%	-4%	-3
CC1=C(C(=O)OCC2CCCCC2)C(c2cccc(F)c2F)CC(=O)N1 (stereo not drawn)	-2%	-18%	2	?	0%	19%	-1%	.	.
COC(=O)c1ccccc1C(=O)c1ccc2c(c1)NC(=O)CO2	6%[7.66 µM]	i	0	-12%	0%	7%	10%[7.66 µM]	-8%	7
O=C(COC(=O)COc1ccccc1)Nc1cccc([N+](=O)[O-])c1	6%	i	-5	0%	0%	2%	8%	-13%	3
C1CCc2nnc(C3CC3)n2CC1	9%	-16%	4	24%	31%	-10%	-3%	-2%	-12
CCn1cc(C(=O)N2CCn3c(nc4ccccc43)C2)c(=O)c2ccc(C)nc21	2%	i	3	-1%	-4%	21%	-19%	2%	2
O=C(NCc1cccnc1)c1cnn2ccccc12	14%	i	0	0%	-3%	0%	-10%	1%	1
C=CCC[C@@H](Cc1ccc(F)cc1)C(=O)OC[C@@H](Cc1ccccc1)NC(=O)[C@@H](CC=C)CC(=O)N[C@@H](CO)Cc1ccccc1	-12%	15%	-17	-2%	-5%	-15%	-18%	-7%	-7
CCOC(=O)CC(NC(C)=O)c1ccc([N+](=O)[O-])cc1 (stereo not drawn)	6%	i	-5	-9%	20%	10%	1%	4%	4
Cc1cc(C)c(NC(=O)C(C)n2nc(-c3ccc(C)c(C)c3)ccc2=O)c(C)c1 (stereo not drawn)	4%	-20%	2	-6%	.	26%	1%	.	.
COC(=O)c1ccc(Cn2c(CN3CCOCC3)nc3ccccc3c2=O)o1	9%	i	2	?	15%	14%	-11%	23%	0
O=[N+]([O-])c1ccccc1N=Nc1ccc(O)cc1	0%	-42%[inhibitor]	2	4%	31%	6%	3%	-25%	-9
O=c1c2ccccc2c(C=NCCc2ccccc2)c(O)n1Cc1ccccc1	5µM*	i	3	?	-19%	7%	12%	7%	-9
CCN(CC)CCN(C(=O)c1ccco1)c1nc2cc(C)cc(C)c2s1	?	-13%	-19	-4%	.	2%	-11%	.	.
O=[N+]([O-])c1ccc(C(O)CN2CCOCC2)cc1 (stereo not drawn)	3%	i	5	4%	7%	3%	4%	0%	8
O=C(Nc1ccc(N2CCN(C(=O)c3ccccc3)CC2)c(Cl)c1)c1ccc(Br)o1	0%	-52%[inhibitor][57.5 µM]	24	-26%	-29%	?	-27%	-1%	16
C[C@H](CO)N1C[C@H](C)[C@@H](CN(C)S(C)(=O)=O)Oc2ccc(NS(=O)(=O)c3ccccc3)cc2C1=O	1%	i	8	?	4%	12%	0%	2%	0
COc1ccc(CCNC(=O)COC(=O)c2ccc(N3CCCC3=O)cc2)cc1	10%	i	-2	?	5%	-1%	1%	3%	9
COc1cc(OC)cc(C(=O)Nc2cccc(C(C)=O)c2)c1	3%	i	-2	-5%	-1%	?	-14%	-1%	16
Cc1cc(C)c(S(C)(=O)=O)c(Oc2cccc(C(F)(F)F)c2)n1	-22%	-7%	-1	-27%	5%	23%	-2%	4%	3
Cc1cc(C)c(C(=O)COC(=O)C2CC3CCCC(C2)C3=O)c(C)c1 (stereo not drawn)	?	-51%[inhibitor]	7	3%	8%	24%	0%	3%	-6
O=C(NCCc1ccccc1)c1cccc(NC(=O)C2CC2)c1	18%	-68%[inhibitor]	-18	23%	7%	-2%	14%	5%	-23
O=C(NCc1ccc(Cl)cc1)c1ccc2nc[nH]c2c1	10%	-3%	3	0%	7%	26%	6%	-3%	3
O=C(COC(=O)/C=C/c1ccccc1)NCc1cccs1	0%	i	-1	0%	-1%	28%	0%	4%	-4
CC(=O)NC(Cc1c[nH]c2ccccc12)C(=O)OCC(=O)Nc1cc(C)on1 (stereo not drawn)	10%	i	0	4%	-4%	-4%	-7%	-18%	5
Cc1cc(Nc2ccccc2Cl)c2ccccc2n1	?	-4%	3	?	14%	-9%	-25%	0%	-27
Cc1nnc(N2CCC(C(=O)NC(C)C)CC2)c2nn(-c3ccc(Cl)cc3)c(C)c12	9%	2%	4	19%	.	5%	-1%	.	.
COc1ccc(N2C(=O)CSC23C(=O)N(CC(=O)NC2CCCC2)c2ccccc23)cc1 (stereo not drawn)	3%	i	4	-22%	-2%	10%	-4%	3%	1
Cn1c(=O)c(=O)n(C)c2cc(S(=O)(=O)N3CCN(Cc4ccccc4)CC3)ccc21	18%	-2%	4	?	1%	15%	8%	1%	-6
CCc1cc2c(SCC(=O)NC3CC3)ncnc2s1	20%	i	2	4%	3%	-7%	-16%	7%	19
Cc1cc(NC(=O)c2ccc3c(c2)C(=O)N(Cc2ccccc2)C3=O)no1	17%	i	-4	-2%	0%	-23%	-13%	0%	-7
O=C(NC(=S)N1CCCCCC1)c1ccccc1Cl	?	?	-5	-29%	0%	-16%	5µM*	-2%	-11
Cc1ccc(S(=O)(=O)c2nc(-c3ccc(Cl)cc3)oc2N2CCCCCC2)cc1	10%	i	8	0%	.	15%	6%	.	.
COc1ccc(CC(=O)NCc2ccccc2F)cc1S(=O)(=O)N1CCOCC1	14%	i	9	-1%	7%	14%	5%	-2%	11
COCCCNCC#CCOc1ccc(OC)cc1	0%	i	-17	27%	1%	-2%	-3%	-19%	-18
COc1ccc(OC)c(C(c2nnnn2C2CCCC2)N2CCN(c3ccc(F)cc3)CC2)c1 (stereo not drawn)	?	i	-7	?	-2%	?	-12%	9%	6
CC1=CC(C)C2COC(c3ccc[n+](C)c3)C1C2C (stereo not drawn)	4%	-18%	-4	1%	-1%	-16%	-8%	-4%	2
Cc1cc(C)n2nc(S(=O)(=O)N(CC(C)C)CC(C)C)nc2n1	7%	12%	-5	-25%	-4%	-9%	1%	0%	?
COc1ccccc1NC(=O)c1c(C)cc(C)nc1SCC(=O)Nc1cccc(C)c1	?	-20%	3	-7%	.	36%	-2%	.	.
CCC1Sc2ccc(S(=O)(=O)CCC(=O)Nc3cccc(Br)c3)cc2NC1=O (stereo not drawn)	?	-4%	7	0%	-6%	10%	-19%	3%	0
CCOC(=O)C1(CC2CCCCO2)CCN(Cc2ccc(OC)cc2F)CC1 (stereo not drawn)	?	-20%	-12	?	18%	-4%	-1%	-1%	-67*
NNC(=O)c1csc(Cc2c(Cl)sc3ccc(Cl)cc23)n1	?	-20%	1	-2%	13%	-12%[1.82 µM]	-8%	10%	14
COc1ccccc1-c1cccc2nccn12	7%	-25%	-11	3%	8%	7%	0%	-2%	-12
COCc1cc(Sc2ccc(Cl)cc2)nc(-c2ccccc2)n1	0%	-3%	1	-6%	6%	-8%	1%	-8%	13
Cc1cc(N(C)C)ccc1N=Nc1ccc2ncccc2c1	24%	i	0	-1%	-4%	10%	-13%	-2%	20
CC(C)OP(=O)(c1ccc(N(C)C)cc1)C(O)c1ccccc1F (stereo not drawn)	3%	i	12	?	-1%	-14%	1%	-6%	-8
O=C(N/N=C/c1ccccc1O)c1cccc2ccccc12	?	i	4	?	11%	12%	-17%	-14%	18
CCCNc1cc(=S)nc(N)[nH]1	27%	i	2	0%	19%	-8%	-6%	0%	0
C=CCSc1nnc(-c2ccc(Cl)cc2Cl)o1	-5%	-29%	6	9%	4%	1%	-10%	0%	-19
CC1CCCN(C(=O)c2nn(C)c3c2CS(=O)(=O)c2ccccc2-3)C1 (stereo not drawn)	7%	-13%	-5	-23%	-3%	3%	-4%	1%	-16
Fc1ccccc1COc1ccc(Br)cc1CNCc1cccnc1	?	-26%	-10	-15%	?	-23%	-4%	7%	?
O/N=C(\c1ccc(Cl)cc1Cl)c1ncc(C(F)(F)F)cc1Cl	?	i	8	-24%	-23%	-55%[inhibitor]	?	27%	?
Cc1ccc(Cc2c(C)nc3nc(SCC(=O)NCCC(C)C)nn3c2C)cc1	1%	i	-9	-26%	.	5%	-18%	.	.
COc1ccc2c(c1)C(C)=CC(C)(C)N2C(=O)CNCc1ccc2c(c1)OCO2	0%	i	-19	?	6%	-24%	-8%	9%	?

Gathered by group, the compounds so far containing a thiophene ring, fused or not
SMILES	GLP-1R inv ag	PTHR1 ag	D3 ag	KB-V1 cytotox	GLP-1R agonist	TDP43 rescue	GLP1R cytotox	aSyn rescue	D3 antag
O=C(COC(=O)/C=C/c1ccccc1)NCc1cccs1	0%	i	-1	0%	-1%	28%	0%	4%	-4
CCc1cc2c(SCC(=O)NC3CC3)ncnc2s1	20%	i	2	4%	3%	-7%	-16%	7%	19
NNC(=O)c1csc(Cc2c(Cl)sc3ccc(Cl)cc23)n1	?	-20%	1	-2%	13%	-12%[1.82 µM]	-8%	10%	14
